# WRN inhibitor = inhibitors of human WRN helicase; Q14191; WRN helicase unwinding, fluorescent forked duplex, kinetic; Potency, µM (top dose mostly 114 µM), inactives show top-dose activity change, negative = inhibition, most hits filed as inhibitors; 360,000 compounds, 0.46% hits; AID 651768; note: potency is the fitted concentration of half-maximal effect; % is set by controls: 0 for no effect and ±100 for the full control effect; nearly all actives have a fitted effect of over 55% in size
#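 Kinetic red-fluorescence monitoring (525/598 nm) tracks WRN helicase activity after 100 nM fluorophore-quencher forked duplex and 2 mM ATP are added to 20 nM enzyme pretreated 15 min at room temperature with compound.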
# Abeta yeast res = compounds reversing amyloid beta toxicity in yeast. 410,000 compounds, 0.063% hits. yeast expressing A-beta42, growth rescue, OD600, 48 h; response scale: 0% DMSO, 100% iron-clioquinol control. Potency, µM (titrated, usually from 46.1 µM), without a hit: top-dose growth rescue, most hits filed as activators; note: potency is the fitted concentration of half-maximal effect; nearly all actives have a fitted effect of over 55% in size
#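 Growth rescue measured by 600 nm absorbance after 48 h yeast culture at 30 C with compound. Values normalized between DMSO and an equimolar ferric chloride plus clioquinol control.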
# aSyn yeast inh = inhibitors of alpha-synuclein toxicity in yeast. Yeast expressing alpha-synuclein, growth rescue, BacTiter-Glo, 24 h. Potency, µM (titrated, usually from 46.1 µM), inactives show at the highest dose growth rescue (activation), most hits filed as activators. 370,000 compounds, 0.14% hits. AID 652106; note: potency is the fitted concentration of half-maximal effect; % of control where 0% means no effect; nearly all actives have a fitted effect of over 65% in size
#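 Galactose-induced alpha-syn yeast (OD600=0.02, raffinose-pregrown) + pinned cpd, 24 hr, 30 deg C; growth by BacTiter-Glo luminescence. Growth restoration scores as activation.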
# FUS yeast rescue = FUS proteinopathy suppression in yeast. AID 1347120. S. cerevisiae FUS-expressing, growth rescue, OD600, 24 h. 390,000 compounds, 0.24% hits. Potency, µM (top dose mostly 76.6 µM), without a hit: at the highest dose growth rescue (activation), hits mostly activators;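 note: potency is the fitted concentration of half-maximal effect; plate controls were DMSO vehicle for no effect and reference control for full effect; nearly all actives have a fitted effect of over 55% in size; some results filed as inactive show a strong effect at the top dose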
#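 Galactose (2%) drives FUS expression in yeast precultured in raffinose; seeding density OD 0.005. Test compounds incubated 24hr at 30C and 99% humidity before absorbance at 600 nm was measured.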
# PLK1 PBD inh = blocks phosphopeptide binding to human PLK1 polo-box domain | P53350 | Plk1 PBD binding of FITC phosphopeptide, fluorescence polarization | Potency, µM, without a hit: max response, negative = inhibition, most hits filed as inhibitors | 360,000 compounds, 2.8% hits; note: potency is the fitted concentration of half-maximal effect; series mostly up to about 57 µM; % is set by controls: 0 for no effect and ±100 for the full control effect; nearly all actives have a fitted effect of over 65% in size
# Target sequence (P53350 whole entry, looked up, the tested form may be a part): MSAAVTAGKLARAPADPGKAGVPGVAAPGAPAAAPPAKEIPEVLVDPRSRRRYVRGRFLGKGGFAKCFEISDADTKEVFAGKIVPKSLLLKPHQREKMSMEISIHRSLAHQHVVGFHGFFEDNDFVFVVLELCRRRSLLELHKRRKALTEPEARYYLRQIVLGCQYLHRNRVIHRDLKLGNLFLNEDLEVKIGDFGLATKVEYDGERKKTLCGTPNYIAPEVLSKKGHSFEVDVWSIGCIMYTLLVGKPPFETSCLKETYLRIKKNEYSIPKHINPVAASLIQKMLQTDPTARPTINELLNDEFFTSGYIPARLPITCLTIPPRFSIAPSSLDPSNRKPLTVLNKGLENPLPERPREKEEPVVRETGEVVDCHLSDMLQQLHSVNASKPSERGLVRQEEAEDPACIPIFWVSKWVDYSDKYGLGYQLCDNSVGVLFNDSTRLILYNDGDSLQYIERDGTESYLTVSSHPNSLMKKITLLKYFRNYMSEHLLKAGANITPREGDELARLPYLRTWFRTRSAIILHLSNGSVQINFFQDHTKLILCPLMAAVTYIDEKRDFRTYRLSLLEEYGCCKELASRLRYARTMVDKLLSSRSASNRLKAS
# EPAC1 ag = EPAC1 (human) agonism. O95398. EPAC1 agonist qHTS, biochemical assay; response scale: 100% = response to 6.5 mM cAMP. Potency, µM (doses to about 154 µM), inactives show at the top dose activation, usual class: activators. 360,000 compounds, 0.073% hits; note: potency is the fitted concentration of half-maximal effect; nearly all actives have a fitted effect of over 60% in size
#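 Compounds were pinned as a concentration titration into mixtures of EPAC1 (100 nM), BODIPY-GDP-loaded Rap1B (250 nM) and GDP (50 uM). After 5 min at room temperature, fluorescence was followed for 30 min; activity was scaled to 6.5 mM cAMP.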
# PI5P4Ka inh = blocks human PI5P4K alpha kinase activity. P48426. PI5P4Kalpha enzyme, ADP-Glo luminescence, 60 min; active compounds read low. max response, %. 330,000 compounds, 1.2% hits. AID 652105; active = max response of -50% or lower; inconclusive = between -30% and -50%; inactive = -30% or higher; note: value at the top dose of about 77 µM; % is set by controls: 0 for no effect and ±100 for the full control effect
# Target sequence (P48426 whole entry, looked up): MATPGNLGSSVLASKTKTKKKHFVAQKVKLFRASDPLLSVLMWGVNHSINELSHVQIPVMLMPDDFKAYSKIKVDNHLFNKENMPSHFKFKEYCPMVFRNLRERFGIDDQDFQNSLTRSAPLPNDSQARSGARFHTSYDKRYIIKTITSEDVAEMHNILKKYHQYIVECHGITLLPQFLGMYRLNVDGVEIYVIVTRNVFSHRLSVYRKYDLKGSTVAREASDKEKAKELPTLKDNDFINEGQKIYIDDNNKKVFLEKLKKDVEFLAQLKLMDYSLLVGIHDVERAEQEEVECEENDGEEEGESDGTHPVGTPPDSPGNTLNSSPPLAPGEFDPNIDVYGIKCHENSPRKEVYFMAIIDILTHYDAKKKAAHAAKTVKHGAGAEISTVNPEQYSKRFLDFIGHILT
#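 Single end-point luminescence (ADP-Glo) quantified ADP from PI5P4Kalpha turnover; ATP 5 microM final, 1 h at RT, 0.1% CHAPS and 0.28 mM EGTA in HEPES pH 7.4.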
# EPAC1 antag = EPAC1 (human) antagonism | O95398 | EPAC1 GEF assay, Rap1b-BODIPY-GDP exchange fluorescence | Potency, µM (series often up to 115 µM), without a hit: at the highest dose activity change, negative = inhibition, most hits filed as inhibitors | 360,000 compounds, 0.14% hits | AID 720709;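 note: potency is the fitted concentration of half-maximal effect; plate controls were vehicle for no effect and positive control for full effect; nearly all actives have a fitted effect of over 50% in size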
# IL-2 act = IL-2 activation. activation, % (series mostly up to about 46 µM). 360,000 compounds, 0.065% hits. IL-2 activation reporter assay, cell-based qHTS; stimulated with anti-CD3/CD4/CD28 beads; in transgenic mouse T cells; in the data active = activation above about 50%; inconclusive = mostly about 30% to 49%; note: 0% is about no effect
#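 First, unstimulated transgenic mouse T cells were exposed to compound for 60 min. Next, anti-CD3/anti-CD4-coated beads with anti-CD28 were added. Finally, after 18 h at 37 degrees C, EGFP and DsRed were imaged.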
# * = called active by the depositor; ? = inconclusive; / = not tested or not shown; & = joins results of further samples; [ ] = another dose, or the depositor's remark. Unless noted, calls come from the whole dose curve; as a rule, active = well fitted curve in the direction sought with a large enough effect; inconclusive = small, poorly fitted or top-dose-only effect, or another doubt; inactive = no such curve, though single readings can be large; an effect the other way counts as inactive or inconclusive.
(1) COc1cc(-c2nnc(SCC(=O)N3c4ccccc4Sc4ccccc43)o2)cc(OC)c1OC
(2) O=C(CCc1cnccn1)NC1CCCc2c1cnn2-c1ccc(F)cc1F (stereo not given)
(3) CCOc1ccc(Cl)cc1CNCCCSc1nc(C)cc(C)n1
(4) COc1cc2c(cc1OC)CN(C(=O)NS(=O)(=O)c1ccc(C)cc1)CC2
(5) CCC1OC(C2CC2)CC2=C1C(=O)OC(C)(C)O2 (stereo not given)
(6) CC1SCC(=O)N(CC(=O)Nc2ccc3c(c2)OCO3)C1=O (stereo not given)
(7) COc1ccccc1N1C(N)=NC(N)=NC1(C)C
(8) COc1c(Cl)cnn(-c2ccccc2)c1=O
assay / entry	1	2	3	4	5	6	7	8
WRN inhibitor	3%	5%	9%	2%	1%	-4%	-2%&0%	?
Abeta yeast res	-3%	5%	-2%	6%	-1%	8%	3%&-12%	-2%
aSyn yeast inh	23%	-2%	2%	-1%	-8%	1%	7%&0%	3%
FUS yeast rescue	-1%	-26%	-6%	11%	-18%	-26%	2%	-3%
PLK1 PBD inh	-3%	-3%	-2%	-9%	-2%	-24%	-12%&6%	-8%
EPAC1 ag	9%	6%	-8%	11%	-6%	4%	1%&-14%	6%
PI5P4Ka inh	8	8	2	/	0	0	2&-4	2
EPAC1 antag	?	-5%	-9%	-3%	-8%	-24%	5%&-5%	-27%
IL-2 act	0.4	-1.9	-4.2	-1.7	-0.6	-4.2	-1.8&5.9	-3.5

(9) Cc1ccc(-c2nnc(N3CCCCC3)c3ccccc23)cc1S(=O)(=O)NCC1CCCO1 (stereo not given)
(10) Cc1noc(C)c1-c1nc(CS(=O)(=O)c2ccccc2)no1
(11) CCCCC1Cc2[nH][nH]c(=O)c2C(c2ccc(Cl)cc2)O1 (stereo not given)
(12) O=C(Nc1ccc2oc(=O)ccc2c1)c1cc2ccccc2o1
(13) CCCCn1c(C(C)NC(=O)CC)nc2ccccc21 (stereo not given)
(14) COc1ccc(CC(C)Nc2cccc(SC)c2)cc1 (stereo not given)
(15) CN(C)CC(C)(C)CNC(=O)c1cc(=O)c2ccccc2o1
(16) Cc1nc2cc(C(=O)OCC(=O)N(CC(C)C)C3CCS(=O)(=O)C3)ccc2n1-c1ccccc1 (stereo not given)
assay / entry	9	10	11	12	13	14	15	16
WRN inhibitor	-21%	-3%	-2%	-4%	-1%	3%	11%	2%
Abeta yeast res	-3%	-10%	-8%	14%	-1%	7%	4%	17%
aSyn yeast inh	1%	4%	-5%	2%	2%	2%	-4%	1%
FUS yeast rescue	35%	3%	?	13%	-20%	1%	-5%	36%
PLK1 PBD inh	-4%	-9%	?	-2%	1%	-1%	-2%	1%
EPAC1 ag	9%	7%	-4%	-1%	-6%	5%	-10%	-4%
PI5P4Ka inh	/	-1	-6	0	5	20	6	/
EPAC1 antag	-3%	3%	-12%	10%	-1%	6%	25%	10%
IL-2 act	-1.4	-2.0	0.3	0.2	0.0	1.2	-1.3	-1.6

(17) N#CC1=C(N)N(c2ncn[nH]2)C2=C(C(=O)CCC2)C1c1ccc(F)cc1 (stereo not given)
(18) Oc1ccc(C[C@@H]2CNC(=S)N2CCc2cc(C(F)(F)F)cc(C(F)(F)F)c2)cc1
(19) COc1ccc(C2CC(C)(c3ccc(OC)cc3)Nc3ccccc3N2)cc1 (stereo not given)
(20) O=C(c1nnc(-c2ccncc2)o1)c1ccccc1Cl
(21) CNc1cncc(-c2cccc(C(=O)N(C)C)c2)n1
(22) CC(C)c1ccc(CNc2ccc3c(c2)ncn3C)cc1
(23) CC(C)NC(=O)CN(C(=O)CCC(=O)Nc1nccs1)c1ccc2c(c1)OCO2
(24) CCc1c(C)c2c(C)nn(-c3ccccc3)c2oc1=O
assay / entry	17	18	19	20	21	22	23	24
WRN inhibitor	-1%	-8%	-6%	-2%[57.1 µM]	2%	-6%	-2%	-18%
Abeta yeast res	-5%	11%	8%	1%	-14%	-1%	-4%	-16%
aSyn yeast inh	0%	0%	2%	-2%	-5%	-13%	-7%	7%
FUS yeast rescue	12%	29%	8%	-10%	-19%	-4%	17%	15%
PLK1 PBD inh	-4%	2%	0%	-3%	-10%	2%	-15%	-14%
EPAC1 ag	-9%	-17%	14%	1%	3%	3%	0%	12%
PI5P4Ka inh	1	9	4	/	-7	-2	-16	-1
EPAC1 antag	-2%	-13%	-7%	7%	-6%	-3%	3%	-1%
IL-2 act	0.6	-2.6	-0.5	-2.7	-0.2	-3.0	0.5	-1.3

# Whole records as entered above. Order of values: WRN inhibitor | Abeta yeast res | aSyn yeast inh | FUS yeast rescue | PLK1 PBD inh | EPAC1 ag | PI5P4Ka inh | EPAC1 antag | IL-2 act
# Listed for `CC(C)c1ccc(CNc2ccc3c(c2)ncn3C)cc1` : -6% | -1% | -13% | -4% | 2% | 3% | -2 | -3% | -3.0
# Listed for `COc1ccc(C2CC(C)(c3ccc(OC)cc3)Nc3ccccc3N2)cc1` (stereo not given) : -6% | 8% | 2% | 8% | 0% | 14% | 4 | -7% | -0.5
# Listed for `CC(C)NC(=O)CN(C(=O)CCC(=O)Nc1nccs1)c1ccc2c(c1)OCO2` : -2% | -4% | -7% | 17% | -15% | 0% | -16 | 3% | 0.5
# Listed for `Oc1ccc(C[C@@H]2CNC(=S)N2CCc2cc(C(F)(F)F)cc(C(F)(F)F)c2)cc1` : -8% | 11% | 0% | 29% | 2% | -17% | 9 | -13% | -2.6
# Listed for `O=C(c1nnc(-c2ccncc2)o1)c1ccccc1Cl` : -2%[57.1 µM] | 1% | -2% | -10% | -3% | 1% | / | 7% | -2.7

# Next part
(25) CCCNc1c(NS(=O)(=O)c2ccc(C3CCCCC3)cc2)c(=O)oc2ccccc12
(26) O=C(Nc1cccnc1Cl)c1cccs1
(27) CCc1nc(N2CCN(C(=O)c3ccccc3)CC2)c2c3c(sc2n1)CCCC3
(28) Cc1ccc(S(=O)(=O)C2CCCCC2=O)cc1 (stereo not given)
(29) OCCNc1nc(Nc2ccccc2Cl)nc(N2CCCC2)n1
(30) CCOC(=O)Cn1c(-c2cccnc2Cl)nc2ccccc21
(31) CCOC(=O)NC(=S)c1ccc[nH]1
(32) O=C(CCCC(=O)N(CC(=O)NC1CCCC1)C1CCCC1)Nc1ccccn1
assay / entry	25	26	27	28	29	30	31	32
WRN inhibitor	3%	3%	-8%	-6%	/	0%	3%	0%
Abeta yeast res	0%	2%	-22%	0%	-14%	22%	-1%	0%
aSyn yeast inh	-2%	4%	-3%	-1%	/	-1%	-6%	-16%
FUS yeast rescue	12%	3%	?	-1%	-4%	8%	-4%	13%
PLK1 PBD inh	-10%	-6%	-6%	3%	/	-1%	-23%	-6%
EPAC1 ag	-2%	-2%	10%	2%	6%	2%	6%	1%
PI5P4Ka inh	-3	-1	1	1	/	/	-2	7
EPAC1 antag	7%	-3%	?	1%	-17%	-7%	9%	7%
IL-2 act	-2.4	-0.3	-2.1	2.0	-0.3	-2.0	-1.3	-0.1

(33) COc1cc(NS(=O)(=O)c2ccc(NC(=S)NC(=O)/C=C/c3ccc(F)cc3)cc2)ncn1
(34) CN(CC(=O)Nc1ccc(F)c(F)c1F)C(=O)CCN1C(=O)C2CC=CCC2C1=O (stereo not given)
(35) O=C(CNc1cccc([N+](=O)[O-])c1)N/N=C/c1ccc([N+](=O)[O-])o1
(36) O=C(N/N=C/c1ccco1)c1ccc(NC(=O)c2ccccc2Cl)cc1
(37) O=C(Nc1ccccc1)Nc1cccn(Cc2c(F)cccc2Cl)c1=O
(38) COc1ccc(C2CC(c3ccccc3)=NN2C(=O)COC(=O)c2ccc(S(C)(=O)=O)cc2)cc1 (stereo not given)
(39) CCCCc1nc2ccccc2n1Cc1nnc2n1-c1ccccc1SC2
(40) COc1ccccc1-c1nnc(SCC(=O)c2ccc(C3CCCCC3)cc2)n1Cc1ccco1
assay / entry	33	34	35	36	37	38	39	40
WRN inhibitor	-8%	7%	-3%	10%	-1%	0%	4%	?
Abeta yeast res	12%	1%	-16%	7%	10%	23%	23%	20%
aSyn yeast inh	-6%	1%	4%	-1%	-1%	10%	9%	-10%
FUS yeast rescue	-6%	-54%	2%	15%	7%	38%	-3%	?
PLK1 PBD inh	?	1%	-9%	-8%	-14%	-1%	-7%	-6%
EPAC1 ag	0%	0%	5%	-2%	-3%	-1%	2%	-12%
PI5P4Ka inh	7	1	-1	-1	-13	6	10	-3
EPAC1 antag	-2%	14%	1%	0%	-7%	-23%	15%	?
IL-2 act	3.5	0.5	-2.4	-0.7	0.5	-2.3	-0.1	1.4

(41) O=C(c1cc(COc2ccc(F)cc2Cl)on1)N1CCc2sccc2C1
(42) CC(C)C[C@H](NC(=O)NCc1ccc(Cl)cc1)C(=O)O
(43) CCOCCCNC(=O)c1cccc(NC(=O)C2=C(C)OCCS2)c1
(44) COc1ccc(CCNC(=O)COC(=O)c2ccccc2NCCO)cc1OC
(45) COc1cccc(NC(=O)Cn2cnc3c(oc4nc5c(cc43)CCCC5)c2=O)c1
(46) Brc1ccc(-c2nnc3sc(CN4CCC5(CC4)OCCO5)cn23)cc1
(47) O=C(CCCn1cnc2ccccc2c1=O)Nc1ccccc1F
(48) C/C(=C1/SC(N2CCOCC2)=NC1=O)c1ccc(Cl)cc1
(49) Cc1ccc(C(=O)C2CCN(CC(=O)NCc3ccc(F)cc3)CC2)cc1
assay / entry	41	42	43	44	45	46	47	48	49
WRN inhibitor	-10%	-2%	-2%	-3%	2%	3%	3%	-4%	11%
Abeta yeast res	-16%	15%	4%	4%	5%	0%	4%	-23%	-5%
aSyn yeast inh	4%	4%	0%	0%	3%	-3%	12%	0%	-7%
FUS yeast rescue	3%	5%	4%	16%	25%	9%	7%	16%	14%
PLK1 PBD inh	1%	-1%	-2%	1%	8%	-5%	-13%	-5%	2%
EPAC1 ag	12%	-6%	16%	3%	10%	3%	0%	-4%	-12%
PI5P4Ka inh	18	5	-2	-1	-5	/	1	/	8
EPAC1 antag	-7%	3%	7%	2%	12%	9%	-8%	16%	-7%
IL-2 act	-4.0	1.6	-0.8	-0.5	1.8	-0.8	-0.5	-2.7	-1.0
